NR2E3 ag-1: agonists of human nuclear receptor NR2E3 | actives 0.12% (n = 320,000) | GST-NR2E3/biotin-RetCOR TR-FRET, 1536-well | AID 2300 | inhibition of corepressor binding, % at 4.78 µM | Q9Y5X4;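 active means percent inhibition above the cutoff of mean plus 3 SD of all tested compounds, set per screening campaign, cut at about 20% in these data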;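 further: 0% = DMSO wells and 100% = biotin wells as full block of FRET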
Target sequence (Q9Y5X4 whole entry, looked up): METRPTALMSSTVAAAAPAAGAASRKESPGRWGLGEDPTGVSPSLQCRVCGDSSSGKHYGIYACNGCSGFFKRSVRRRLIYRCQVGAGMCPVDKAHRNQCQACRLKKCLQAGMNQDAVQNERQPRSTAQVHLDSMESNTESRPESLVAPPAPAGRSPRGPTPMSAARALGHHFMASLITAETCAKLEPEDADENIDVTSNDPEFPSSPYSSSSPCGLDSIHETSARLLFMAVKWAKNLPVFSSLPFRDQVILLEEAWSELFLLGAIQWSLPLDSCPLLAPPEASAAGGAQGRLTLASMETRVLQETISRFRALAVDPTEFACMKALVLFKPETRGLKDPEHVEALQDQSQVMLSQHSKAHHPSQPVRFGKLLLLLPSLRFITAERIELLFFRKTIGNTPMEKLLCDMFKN
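Test system – NR2E3–RetCOR corepressor complex · Quantity – NR2E3 fusion 1.35 nM · Buffer or medium – Tris pH 7.5 · Incubation – Compound–protein incubation for 5 h at 4 °C · Technique – TR-FRET, Eu(K)-anti-GST donor, streptavidin-D2 acceptor, ex 340, em 617/671 nm · Evaluation – percent inhibition of 671/617 nm emission ratio versus biotin and DMSO controls · Plate – 1536-well format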
HTR2A ag: activates the mouse 5-HT2A serotonin receptor | activation, % at 7.6 µM | actives 0.66% (n = 360,000) | P35363 | CHO-K1 mHTR2A beta-arrestin complementation, luminescence; percent of 30 µM serotonin response;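 active means activation above a run cutoff, the mean activation of all tested compounds plus 3 SD, cut at about 14% in these data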;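 further: 0% = plate median of compound wells and 100% = 30 µM serotonin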
Target sequence (P35363 whole entry, looked up): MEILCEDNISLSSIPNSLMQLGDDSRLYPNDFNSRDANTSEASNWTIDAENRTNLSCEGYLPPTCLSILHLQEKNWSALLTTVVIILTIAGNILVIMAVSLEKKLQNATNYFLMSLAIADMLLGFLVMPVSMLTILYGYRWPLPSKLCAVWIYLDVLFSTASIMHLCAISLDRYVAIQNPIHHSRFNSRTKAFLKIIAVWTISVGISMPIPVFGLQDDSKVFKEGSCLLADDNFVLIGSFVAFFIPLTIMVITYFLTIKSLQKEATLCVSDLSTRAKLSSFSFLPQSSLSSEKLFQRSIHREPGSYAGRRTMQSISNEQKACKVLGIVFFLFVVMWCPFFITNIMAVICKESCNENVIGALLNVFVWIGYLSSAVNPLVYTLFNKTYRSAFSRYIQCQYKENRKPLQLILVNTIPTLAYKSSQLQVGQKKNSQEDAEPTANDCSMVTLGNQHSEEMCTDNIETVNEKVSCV
NR2E3 ag-2: agonists of human NR2E3 nuclear receptor; Q9Y5X4; CHO-S Gal4-NCOR/VP16-NR2E3 two-hybrid, luciferase; inhibition of corepressor binding, % at 3.98 µM; actives 0.35% (n = 360,000); AID 602229;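 active means inhibition above the mean of all tested compounds plus 3 SD, cut at about 70% in these data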;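 further: 0% = DMSO with NR2E3 transfected cells and 100% = cells lacking NR2E3 construct; higher means lower luciferase signal from less NR2E3 corepressor binding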
TRPM1 prom inh: reduces MITF-dependent TRPM1 promoter luciferase signal | inhibition, % at 12.5 µM | SK-MEL-5 TRPM1 promoter luciferase, 24 h | actives 0.83% (n = 330,000);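 active means mean inhibition across replicates of 60% or more, whatever share of single replicates reaches that level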; further: values of inactives mirror those of a sister screen read the other way
CaV13 FRET inh: Primary screen for inhibitors of IQ motif and Ca2+-dependent inactivation inhibitor domain binding in CACNA1D, Förster resonance energy transfer in living cells, …; HEK cells, CFP/YFP FRET ICDI-IQ, plate reader, 10 min; percent FRET-ratio fall versus neutral wells; inhibition, % at 12.3 µM; actives 0.098% (n = 340,000); AID 743397;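 active means mean replicate inhibition of at least 30% and at least 1% of replicates passing that level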;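 further: 0% = median of the neutral control wells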
H9c2 protect: modulators protecting cardiomyocytes from myocardial damage | H9c2 cardiomyocytes, H2O2 injury protection, ATPLite, 2 h | actives 0.63% (n = 360,000) | AID 588492 | protection from H2O2 cell death, % at 20 µM;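 active means compounds giving at least 50% protection of heart cells from peroxide-induced death in the single-dose screen, raw or plate-pattern-corrected value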;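 further: 0% = DMSO wells with peroxide and 100% = DMSO wells without peroxide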
Peg3 prom inh: reduces Peg3 promoter-driven luciferase expression in HeLa | HeLa PEG-Prom luciferase reporter, luminescence, overnight | inhibition, % at 20 µM | actives 1.7% (n = 360,000);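 active means inhibition of at least 50% at 20 µM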
PDI turbidity: PDI (human) enzyme inhibition | P07237 | PDI insulin aggregation turbidity, A650, 90 min | inhibition, % at 10 µM | actives 0.052% (n = 350,000) | AID 588391;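 active means mean inhibition across replicates of 30% or more, whatever share of single replicates reach that level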;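 further: absorbance from insulin aggregation driven by PDI reduction with DTT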
Shn3 3UTR inh: inhibitors of Schnurri-3 3'UTR reporter in osteoblasts; inhibition, % at 12.5 µM; actives 0.52% (n = 360,000); Clone20 osteoblast Shn3 3'UTR firefly luciferase, 24 h;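 active means mean inhibition of at least 75% with every replicate also reaching 75%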;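 further: 0% = median of neutral control wells and 100% = pilot-screen positive control compound; some compounds past the cut are filed as inactive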
HIF-2a block: inhibitors of HIF-2a; 786-0 RCC cells HIF-2a reporter, luciferase luminescence, overnight; inhibition, % at 18.8 µM; AID 624352; actives 0.72% (n = 360,000);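 active means inhibition of the luminescence signal of 40% or more relative to plate controls, in a single-dose primary screen at 18.75 µM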
hiPSC survival: enhancers of human iPSC single-cell survival. survival enhancement, % at 20 µM. AID 602274. hiPSC single-cell survival, ATPlite luminescence; 100% = ROCK inhibitor wells, 0% = DMSO. actives 0.044% (n = 360,000); in the data active means survival enhancement above about 18%;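 further: cells exposed to compounds for 16 hours before the ATP read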
The depositor's hits bear a star. Not a hit list; overall some 3.9% were active at least once.

Screening COc1ccc(-c2csc(N3CCN(c4cc5c(cc4Cl)nc(-c4ccncc4)n5CCOCCO)CC3)n2)cc1 returned NR2E3 ag-1 2, HTR2A ag -6, NR2E3 ag-2 11, TRPM1 prom inh 11, CaV13 FRET inh -9, H9c2 protect 6, Peg3 prom inh 0, PDI turbidity -7, Shn3 3UTR inh -27, HIF-2a block -3 and hiPSC survival 2.6.
For CCc1ccc2cc(F)cc(F)c2n1 the results were HTR2A ag 1, NR2E3 ag-2 -3, CaV13 FRET inh -9, H9c2 protect 1, Peg3 prom inh -2, Shn3 3UTR inh 73, HIF-2a block 4 and hiPSC survival 0.4.
For Cc1ccc(OCCSc2nc3ccccc3n2CCC(=O)O)c(C(C)C)c1 the results were HTR2A ag -3, NR2E3 ag-2 1, CaV13 FRET inh -5, H9c2 protect 2, Peg3 prom inh 14, PDI turbidity 0, Shn3 3UTR inh -3, HIF-2a block 23 and hiPSC survival 0.1.
`CCCSc1nnc(Nc2ccccc2C)s1` gave NR2E3 ag-1 1, HTR2A ag 1, NR2E3 ag-2 -46, TRPM1 prom inh -76, CaV13 FRET inh -1, H9c2 protect -10, Peg3 prom inh -218, PDI turbidity -4, Shn3 3UTR inh -89, HIF-2a block -224 and hiPSC survival 3.6.
`COc1cc(NC(=S)NCc2cccnc2)cc(OC)c1OC` gave NR2E3 ag-1 2, HTR2A ag 2, NR2E3 ag-2 -27, TRPM1 prom inh 3, CaV13 FRET inh -5, H9c2 protect 1, Peg3 prom inh 8, PDI turbidity 17, Shn3 3UTR inh 13, HIF-2a block 12 and hiPSC survival -2.1.
Screening CN(C)C(=O)CCc1ccc2c3c([nH]c2c1)[C@]1(C)[C@@H](C(=O)N2CCCCC2)C[C@H](CC(=O)NC(C)(C)C)C(=O)N1CC3 returned HTR2A ag -3, NR2E3 ag-2 1, TRPM1 prom inh -3, CaV13 FRET inh -3, H9c2 protect 4, Peg3 prom inh -9, PDI turbidity 3, Shn3 3UTR inh 6, HIF-2a block 1 and hiPSC survival 0.5.
`Cc1nn(CCC(=O)NCc2ccc(OC(C)C)cc2)c(=O)c2nn(-c3ccccc3)c(C)c12` gave NR2E3 ag-1 3, HTR2A ag 5, NR2E3 ag-2 -19, TRPM1 prom inh -4, CaV13 FRET inh -4, H9c2 protect -2, Peg3 prom inh 13, PDI turbidity -12, Shn3 3UTR inh 21, HIF-2a block 16 and hiPSC survival -0.1.
Screening Fc1ccc(C2CCCN2Cc2nc(CC3CC3)no2)cc1 (configuration not stated) returned NR2E3 ag-1 -5, HTR2A ag 1, NR2E3 ag-2 11, TRPM1 prom inh 7, CaV13 FRET inh 2, H9c2 protect -16, Peg3 prom inh 14, PDI turbidity 2, HIF-2a block 21 and hiPSC survival -0.9.
For O=C(NC(=S)Nc1nc2c(ccc3ccccc32)s1)c1cccs1 the results were NR2E3 ag-1 -3, HTR2A ag 2, NR2E3 ag-2 -13, TRPM1 prom inh 14, CaV13 FRET inh -6, H9c2 protect -12, Peg3 prom inh -37, PDI turbidity -8, Shn3 3UTR inh 12, HIF-2a block -27 and hiPSC survival -1.3.
O=C(C1CC(=O)N(c2ccccc2)C1)N1CCN(c2ccc(F)cc2)CC1 (configuration not stated) was read as NR2E3 ag-1 4, HTR2A ag -5, NR2E3 ag-2 15, TRPM1 prom inh 5, CaV13 FRET inh -6, H9c2 protect -1, Peg3 prom inh 10, PDI turbidity 2, Shn3 3UTR inh 5, HIF-2a block -18 and hiPSC survival -0.3.
Screening Cc1cc(C(=O)NCCC(C)C)c2ccccc2n1 returned NR2E3 ag-1 2, HTR2A ag -4, NR2E3 ag-2 -9, TRPM1 prom inh 1, CaV13 FRET inh 5, H9c2 protect 8, Peg3 prom inh 6, PDI turbidity -1, Shn3 3UTR inh 0, HIF-2a block 17 and hiPSC survival -0.5.
Cn1cnc2ncnc(Oc3ccc(Br)cc3)c21 was read as HTR2A ag 0, NR2E3 ag-2 -32, TRPM1 prom inh -6, CaV13 FRET inh -5, H9c2 protect -6, Peg3 prom inh -16, PDI turbidity -19, Shn3 3UTR inh 5, HIF-2a block -6 and hiPSC survival -3.3.
`Cc1c(C(=O)Nc2ccccc2F)cnn1-c1ccccc1` gave NR2E3 ag-1 2, HTR2A ag 1, NR2E3 ag-2 -114, TRPM1 prom inh -82, CaV13 FRET inh -3, H9c2 protect -4, Peg3 prom inh -261, PDI turbidity 1, Shn3 3UTR inh -50, HIF-2a block -261 and hiPSC survival -0.7.
`CO/N=C(\CCC(=O)O)c1cccs1` gave NR2E3 ag-1 0, HTR2A ag -3, NR2E3 ag-2 -1, TRPM1 prom inh 6, CaV13 FRET inh -6, H9c2 protect 10, Peg3 prom inh 1, PDI turbidity 13, Shn3 3UTR inh -3, HIF-2a block 14 and hiPSC survival -0.2.
For O=C(c1cc2ccccc2oc1=O)N(Cc1ccccc1)Cc1ccc2c(c1)OCO2 the results were NR2E3 ag-1 0, HTR2A ag -4, NR2E3 ag-2 7, TRPM1 prom inh 1, CaV13 FRET inh -5, H9c2 protect 24, Peg3 prom inh 17, PDI turbidity 0, Shn3 3UTR inh -3, HIF-2a block 3 and hiPSC survival 1.2.
`COC(=O)CSc1nc2nc(-c3cccs3)cc(C(F)(F)F)c2c(=O)[nH]1` gave NR2E3 ag-1 7, HTR2A ag 3, NR2E3 ag-2 -15, TRPM1 prom inh 18, CaV13 FRET inh -20, H9c2 protect 12, Peg3 prom inh 1, PDI turbidity 0, Shn3 3UTR inh 0, HIF-2a block 9 and hiPSC survival 0.1.
Screening O=C(CSc1c(Cl)cccc1Cl)NC1CCCc2ccccc21 (configuration not stated) returned NR2E3 ag-1 -1, HTR2A ag -5, NR2E3 ag-2 -26, TRPM1 prom inh -3, CaV13 FRET inh -2, H9c2 protect -8, Peg3 prom inh 14, PDI turbidity 2, Shn3 3UTR inh -2, HIF-2a block 21 and hiPSC survival -0.1.
Screening COC(=O)Nc1nc(Sc2ncc(C(F)(F)F)cc2Cl)n[nH]1 returned NR2E3 ag-1 7, HTR2A ag 1, NR2E3 ag-2 17, TRPM1 prom inh 6, CaV13 FRET inh -15, H9c2 protect 2, Peg3 prom inh 2, PDI turbidity 3, Shn3 3UTR inh -8, HIF-2a block 10 and hiPSC survival -0.9.
Screening COc1ccc(/C=N/Nc2cc(N3CCOCC3)ncn2)c(OC)c1 returned NR2E3 ag-1 2, HTR2A ag -1, NR2E3 ag-2 -12, TRPM1 prom inh 14, CaV13 FRET inh -4, H9c2 protect -1, Peg3 prom inh 9, PDI turbidity 1, Shn3 3UTR inh 6, HIF-2a block 10 and hiPSC survival -0.1.
For Cc1cc(C)nc(N(C#N)CC(=O)c2ccccc2)n1 the results were NR2E3 ag-1 4, HTR2A ag 0, NR2E3 ag-2 -20, TRPM1 prom inh 12, H9c2 protect -2, Peg3 prom inh -5, PDI turbidity 3, Shn3 3UTR inh -32, HIF-2a block -29 and hiPSC survival 2.2.
For CN(C)CCCNc1nc2cc(-c3cccc(Cl)c3)sc2c(=O)n1C the results were HTR2A ag 8, NR2E3 ag-2 -21, CaV13 FRET inh -7, H9c2 protect -6, Peg3 prom inh 91*, PDI turbidity 8, Shn3 3UTR inh -15, HIF-2a block -54 and hiPSC survival -2.5.
O=C(CCNc1n[nH]c(=O)[nH]c1=O)N/N=C/c1ccccc1Br was read as NR2E3 ag-1 4, HTR2A ag -1, NR2E3 ag-2 -25, TRPM1 prom inh -2, CaV13 FRET inh 12, H9c2 protect 3, Peg3 prom inh 9, PDI turbidity -2, Shn3 3UTR inh 1, HIF-2a block -1 and hiPSC survival -0.1.
CC(=O)N1CCN(C(=S)NCCc2ccccc2)CC1 was read as NR2E3 ag-1 4, HTR2A ag -5, NR2E3 ag-2 -1, TRPM1 prom inh -15, CaV13 FRET inh 1, H9c2 protect -2, Peg3 prom inh -16, PDI turbidity 1, Shn3 3UTR inh 4, HIF-2a block 2 and hiPSC survival 2.2.
`Nc1nnc(CC(=O)N/N=C/c2cccc(OCCOc3ccccc3)c2)s1` gave NR2E3 ag-1 -1, HTR2A ag -6, NR2E3 ag-2 -103, TRPM1 prom inh -27, CaV13 FRET inh -2, H9c2 protect -7, Peg3 prom inh -136, PDI turbidity -2, Shn3 3UTR inh -20, HIF-2a block -63 and hiPSC survival 1.5.
`Cn1c(C(=O)N2CCCC(C(=O)c3ccc(C(F)(F)F)cc3)C2)cc(=O)n(C)c1=O` (configuration not stated) gave NR2E3 ag-1 0, HTR2A ag -1, NR2E3 ag-2 2, TRPM1 prom inh -7, CaV13 FRET inh -5, H9c2 protect -1, Peg3 prom inh 12, PDI turbidity -4, Shn3 3UTR inh 2, HIF-2a block 0 and hiPSC survival 4.0.
`COc1ccc(N(C(=O)CNC(=O)c2cccs2)C(C(=O)NCC2CCCO2)c2ccccc2)cc1OC` (configuration not stated) gave NR2E3 ag-1 6, HTR2A ag 4, NR2E3 ag-2 8, TRPM1 prom inh 6, CaV13 FRET inh -7, H9c2 protect 3, Peg3 prom inh -1, PDI turbidity -5, Shn3 3UTR inh 10, HIF-2a block 10 and hiPSC survival -0.6.
For COc1ccc(CC(=O)NNS(=O)(=O)c2ccc(F)cc2)cc1 the results were NR2E3 ag-1 3, HTR2A ag -4, NR2E3 ag-2 -9, TRPM1 prom inh 5, CaV13 FRET inh -4, H9c2 protect -4, Peg3 prom inh 12, PDI turbidity 14, Shn3 3UTR inh 21, HIF-2a block 12 and hiPSC survival 0.8.
For COc1ccccc1NS(=O)(=O)c1ccc(O)c(C(N)=O)c1 the results were NR2E3 ag-1 -2, HTR2A ag -4, NR2E3 ag-2 1, TRPM1 prom inh -1, CaV13 FRET inh -4, H9c2 protect 2, Peg3 prom inh 13, PDI turbidity -2, Shn3 3UTR inh -3, HIF-2a block 9 and hiPSC survival 1.0.
For O=C(NCc1nnc(SCC(=O)N2CCCCC2)o1)c1ccc(F)cc1 the results were NR2E3 ag-1 0, HTR2A ag 3, NR2E3 ag-2 -34, TRPM1 prom inh 1, CaV13 FRET inh -5, H9c2 protect -7, Peg3 prom inh 4, PDI turbidity -5, Shn3 3UTR inh -3, HIF-2a block 13 and hiPSC survival -0.1.
C[C@H](NC(=O)C1CCN(S(=O)(=O)c2ccccc2)CC1)C(=O)NCc1cccc(C(F)(F)F)c1 was read as NR2E3 ag-1 -2, HTR2A ag -3, NR2E3 ag-2 -12, TRPM1 prom inh -6, CaV13 FRET inh -15, H9c2 protect -3, Peg3 prom inh -4, PDI turbidity 9, Shn3 3UTR inh 9, HIF-2a block 9 and hiPSC survival -0.5.

Screening results as filed in PubChem.
